# Assay outcomes deposited in PubChem BioAssay by several laboratories.
# RGS4 pot: potentiators or activators of RGS4 | HEK293 M3R/inducible RGS4, carbachol calcium flux Fluo4; stronger effect = lower value | 310,000 tested, 0.92% active | B-score at 10 µM;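 active = B-score of the integrated calcium signal more than 4 SD below the library mean, with starting fluorescence not abnormally high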;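 also: negative B-score means reduced calcium response which marks RGS4 activation or potentiation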
#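 System – HEK293 FlpIn-TREx cells, stable M3R, doxycycline-inducible RGS4 · Reagent – ECmax carbachol challenge · Times – compound preincubation 20 min at room temperature before agonist · Technique – Fluo4 fluorescence kinetic imaging of calcium · Measure – B score of integrated Fluo4 ratio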
# HIF activator: HIF pathway transcriptional activation | activation, % at 7.5 µM (by protocol) | 300,000 tested, 0.32% active | U2OS HRE-luciferase reporter, luminescence; normalized: DMSO 0%, desferrioxamine 100%;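 active = mean activation of at least 10% of the iron chelator positive control signal, with at least half of replicates also reaching 10%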
# MrgX1 agonist: human MrgX1 receptor agonism, primary screen; AID 588627; MrgX1-HEK293 cells, Fluo-4 calcium fluorescence, agonist mode; stronger effect = higher value; 310,000 tested, 0.44% active; B-score at 10 µM; Q96LB2;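 active = calcium response B-score plate-corrected fluorescence ratio at least 3 library SD, with starting fluorescence B-score inside 5 SD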
# Target sequence (Q96LB2 whole entry, looked up): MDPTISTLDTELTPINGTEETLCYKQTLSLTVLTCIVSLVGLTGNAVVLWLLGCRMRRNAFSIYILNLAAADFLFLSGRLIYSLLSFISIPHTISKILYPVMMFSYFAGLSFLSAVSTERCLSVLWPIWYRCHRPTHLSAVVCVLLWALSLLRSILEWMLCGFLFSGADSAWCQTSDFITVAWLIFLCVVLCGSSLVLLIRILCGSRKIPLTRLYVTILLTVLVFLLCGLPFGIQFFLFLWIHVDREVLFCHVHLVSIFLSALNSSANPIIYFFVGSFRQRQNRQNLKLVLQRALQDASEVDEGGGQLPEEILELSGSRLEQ
#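 Material: MrgX1-expressing HEK293 cells; input: 15,000 cells per well; doses: test compound given as first of three sequential additions; schedule: overnight plating before 1 h dye loading; technique: Fluo-4 NW calcium-flux fluorescence, kinetic read; evaluation: baseline-normalised fluorescence change ratio, B-scored; control set: plate-wise positive and negative controls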
# TRPC6 act: mouse TRPC6 channel activation | HEK293-TRPC6 membrane potential dye fluorescence; stronger effect = higher value | B-score at 10 µM | 310,000 tested, 0.13% active | AID 2550;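 active = B-score of the integrated fluorescence ratio above library mean plus 3 SD, and starting fluorescence ratio within library mean plus 5 SD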;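 also: higher score means more depolarization so channel activation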
# SKKanGAS inh: SKKanGAS growth inhibition; S. pyogenes SKKanGAS, kanamycin growth, BacTiter-Glo, 6 h; inhibition, % at 7.5 µM; 300,000 tested, 1.3% active; AID 1662;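 active = mean replicate score, as percent of positive control median, at least 50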;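 also: strain carries kanamycin resistance gene driven by streptokinase promoter and grows in 40 µg/ml kanamycin; loss of luminescence reflects streptokinase promoter inhibition or plain growth inhibition; 0% = median of DMSO wells and 100% = positive control at its reference dose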
# TRPC6 inh: blocks the mouse TRPC6 cation channel; Q61143; HEK293-TRPC6, membrane potential dye, ACh-evoked depolarization; stronger effect = lower value; B-score at 10 µM; 310,000 tested, 1.1% active;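 active = B-score under library mean minus 3 SD, initial fluorescence not abnormally high, positive integrated signal ratio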;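 also: B-score derived from integrated fluorescence ratio over the kinetic read; more negative B-score means stronger inhibition of depolarization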
# MrgX1 PAM: allosterically activates human MrgX1 receptor signaling; Q96LB2; MrgX1-HEK293, Fluo-4 calcium flux, FDSS; stronger effect = higher value; B-score at 10 µM; 310,000 tested, 0.63% active; AID 588675;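 active = plate-corrected calcium response at least 3 library SD above typical, normal starting fluorescence, not activating the receptor alone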;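 also: compound read alongside a low EC10 to EC30 dose of BAM8-22 agonist; peak minus trough fluorescence over baseline measured at the second addition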
# RGS4 block: human RGS4 inhibition; P49798; HEK293 M3R/RGS4 inducible, Fluo-4 calcium flux; stronger effect = higher value; triggered by carbachol at its EC20; B-score at 10 µM; 310,000 tested, 0.45% active;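 active = B-score, a plate-corrected calcium signal, over three deviations above library mean, with baseline fluorescence within five deviations of library mean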;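 also: RGS4 expression induced by doxycycline in cells with stable M3 receptor; B-score is computed from the integrated fluorescence ratio over baseline after carbachol; higher B-score means a larger calcium signal and so more RGS4 inhibition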
# Target sequence (P49798 whole entry, looked up): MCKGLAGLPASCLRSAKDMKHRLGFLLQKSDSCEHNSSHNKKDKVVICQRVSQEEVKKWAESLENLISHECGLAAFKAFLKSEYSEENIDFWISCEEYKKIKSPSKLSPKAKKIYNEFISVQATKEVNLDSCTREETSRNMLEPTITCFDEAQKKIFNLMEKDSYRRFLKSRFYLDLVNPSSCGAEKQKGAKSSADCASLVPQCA
# TRPC4 block: blocks the mouse TRPC4 cation channel. HEK293 TRPC4beta/mu-opioid, DAMGO-evoked Fluo4 calcium flux; stronger effect = lower value. B-score at 10 µM. 300,000 tested, 0.39% active;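 active = B-score over 3 SD under the library average, no early fluorescence shift, positive overall ratio signal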
#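 Assay system – HEK293 line stably carrying TRPC4beta and mu-opioid receptor · Doses – single dose · Detection – Fluo4 calcium-dye fluorescence, kinetic read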
# MrgX1 antagonist: human MrgX1 receptor antagonism, primary screen | Q96LB2 | MRGX1-HEK293 calcium flux, Fluo-4, BAM8-22 antagonism; stronger effect = lower value | B-score at 10 µM | 310,000 tested, 1.3% active;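 active = calcium-response B-score plate-corrected more than 3 library SD below zero, starting fluorescence within 5 deviations, no agonist response on first addition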;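 also: peak minus trough fluorescence over baseline after final BAM8-22 challenge near maximal dose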
# Platelet DG rel: modulates dense granule release in human platelets. inhibition, %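 (compounds screened at 7.5 µM in platelet-rich plasma)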. human platelet-rich plasma, SFLLRN dense granule ATP release, luminescence. 300,000 tested, 0.22% active;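 active = mean replicate score, as percent of positive control, at or above 50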
# The depositor's hits bear a star; i = inactive; nt = not tested or not shown; & = joins results of further samples; ! = repeats disagree. This is a subset, so the mix of outcomes need not match the whole.
# Order of results – RGS4 pot	HIF activator	MrgX1 agonist	TRPC6 act	SKKanGAS inh	TRPC6 inh	MrgX1 PAM	RGS4 block	TRPC4 block	MrgX1 antagonist	Platelet DG rel
1) CC(C)CN1CCN(Cc2c(F)cccc2Cl)CC1CCO (stereo not drawn)
  i	0.1	i	i	10	i	i	i	i	i	7
2) CC(C)CCOP(N)(=O)Oc1ccccc1Cl (stereo not drawn)
  i	-0.1	i	i	-1	i	i	i	i	i	0
3) CCCNC(=O)N1[C@H]2CC[C@@H]1C(C(=O)OC)=C(c1cccc(OC)c1OC)C2
  i	0.2	i	i	3	i	i	i	i	i	1
4) COc1cccc(CN2CC=C(c3ccc(F)cc3)CC2)c1
  i	-0.3	i	i	7	i	i	i	i	i	5
5) COc1ccc(N2C(=O)/C(=C/c3cccs3)C(=O)NC2=S)cc1
  i	0.3	i	i	-6	i	i	8.3*	i	i	-5
6) CCc1c(C)nc(N)nc1N1N=C1SC
  i	-0.1	i	i	9	i	i	i	i	i	2
7) C=CCn1c(=O)c(C=Nc2cccc([N+](=O)[O-])c2)c(O)n(CCCC)c1=O
  i	-0.7	i	i	1	i	i	i	i	i	3
8) CCC(CO)(C(=O)OC1CC2CCC(C1)N2C)c1ccccc1 (stereo not drawn)
  i	-0.1	i	i	-2	-7.6*	i	i	i	i	1
9) Cn1c(O)c(C=NCCCCCCCCCCC(=O)O)c(=O)n(C)c1=O
  i	-1.0	i	i	1	i	i	i	i	i	3
10) CC(=O)Nc1ccc2c(c1)CC1(C(=O)N(C)C(=O)N(C)C1=O)C1CCCN21 (stereo not drawn)
  i	-0.3	i	i	-3	i	i	i	i	i	2
11) Clc1ccc(C2NCCc3[nH]cnc32)cc1 (stereo not drawn)
  i	nt	i	i	-6	i	i	i	i	i	1
12) C[C@]12CCC(OC(=O)CCC(=O)O)CC1=CCC1C2CC[C@]2(C)C(=O)CCC12 (stereo partly drawn)
  i	0.4	i	i	10	i	i	i	i	i	1
13) O=C(c1ccc(Cl)cc1)C1CCCN(Cc2ccc3ncccc3c2)C1 (stereo not drawn)
  -7.3*	-0.2	i	i	3	i	i	i	i	i	-10
14) Cc1ccc(OCCSC2=NN2c2cc(C)nc(N)n2)cc1
  i	0.0	i	i	1	i	i	i	i	i	3
15) COC(=O)CC1(CC(=O)OC)C(=O)NC(=O)NC1=O
  i	-0.2	i	i	0	i	i	i	i	i	-1

# Overlap with the part before: six entries; new compounds follow.
# Order of results – RGS4 pot	HIF activator	MrgX1 agonist	TRPC6 act	SKKanGAS inh	TRPC6 inh	MrgX1 PAM	RGS4 block	TRPC4 block	MrgX1 antagonist	Platelet DG rel
10) CC(=O)Nc1ccc2c(c1)CC1(C(=O)N(C)C(=O)N(C)C1=O)C1CCCN21 (stereo not drawn)
  i	-0.3	i	i	-3	i	i	i	i	i	2
11) Clc1ccc(C2NCCc3[nH]cnc32)cc1 (stereo not drawn)
  i	nt	i	i	-6	i	i	i	i	i	1
12) C[C@]12CCC(OC(=O)CCC(=O)O)CC1=CCC1C2CC[C@]2(C)C(=O)CCC12 (stereo partly drawn)
  i	0.4	i	i	10	i	i	i	i	i	1
13) O=C(c1ccc(Cl)cc1)C1CCCN(Cc2ccc3ncccc3c2)C1 (stereo not drawn)
  -7.3*	-0.2	i	i	3	i	i	i	i	i	-10
14) Cc1ccc(OCCSC2=NN2c2cc(C)nc(N)n2)cc1
  i	0.0	i	i	1	i	i	i	i	i	3
15) COC(=O)CC1(CC(=O)OC)C(=O)NC(=O)NC1=O
  i	-0.2	i	i	0	i	i	i	i	i	-1
16) CN1CCC(O)(c2ccccc2)C2CCCC21 (stereo not drawn)
  i	0.2	i	i	-3	i	i	i	i	i	1
17) Cc1nc2ccccc2c(=O)n1-c1cccc([N+](=O)[O-])c1
  i	-0.7	i	i	2	i	i	i	i	i	-4
18) COc1ccccc1N1CCN(Cc2ccc(F)cc2)CC1
  i	-0.3	i	i	10	i	i	i	i	i	0
19) CCN(CC)c1ccc(N=Cc2c(O)n(Cc3ccccc3)c(=O)[nH]c2=O)cc1
  -7.3*!	-0.2&-0.2	i	i	4&4	i	i	i	i	i	1&-3
20) COc1cc(CC2(CCc3ccncc3)C(=O)N(C)C(=O)N(C)C2=O)cc(OC)c1OC
  i	-0.1	i	i	0	i	i	i	i	i	-2
21) CCCNC(=O)N1CCC2(CC1)OCCO2
  i	0.1	i	i	6	i	i	i	i	i	0
22) COc1cc2c(c(OC)c1OC)-c1ccc(O)cc1[C@@H](NC(C)=O)CC2
  i	2.4	i	i	-3	i	i	i	i	i	0
23) N#Cc1c(/N=C/C2C(=O)NC(=S)NC2=O)sc2c1CCCC2
  i	-1.0	i	i	-16	i	i	i	i	i	-4
24) CCCCCn1c(=O)c(C(=O)Nc2ccccn2)c(O)c2ccccc21
  i	-1.0	i	i	1	i	i	i	i	i	1
25) Cc1ccc(N(C)C(=O)Oc2cccc3cccnc23)cc1
  i	0.4	i	i	-8	i	i	i	i	i	-4
26) O=C1NC(=O)N(c2ccccc2)C(=O)/C1=C\c1ccccc1[N+](=O)[O-]
  i	-0.4	i	i	-2	i	i	i	i	i	-4
27) Cn1c(=O)cc(OCC(=O)N2CCN(Cc3ccc4c(c3)OCO4)CC2)c2ccccc21
  i	-0.2	i	i	-1	i	i	i	i	i	2
28) CC1CCN(C(=O)C(C)Cl)CC1 (stereo not drawn)
  i	-0.1	i	i	0	i	i	i	i	i	-3
29) CCOC(=O)CC(NC(=O)C(Cc1ccc(N(CCCl)CCCl)cc1)NC(C)=O)C(=O)OCC (stereo not drawn)
  i	0.9	i	i	8	i	i	i	i	i	1
30) Cc1cc(=O)n(-c2ccccc2)n1-c1ccccc1
  i	-0.5	i	i	6	i	i	i	i	i	7

# The listing continues:
# Order of results – RGS4 pot	HIF activator	MrgX1 agonist	TRPC6 act	SKKanGAS inh	TRPC6 inh	MrgX1 PAM	RGS4 block	TRPC4 block	MrgX1 antagonist	Platelet DG rel
31) N#Cc1ccc(N2CCNCC2)c(F)c1
  i	-0.2	i	i	0	i	i	i	i	i	-2
32) Cc1cc(OCC(=O)NCc2cccnc2)c2c3c(c(=O)oc2c1)CCCC3
  i	0.4	i	i	20	i	i	i	i	i	19
33) CN1CCC(N(C)c2ccc(C(N)=O)cc2[N+](=O)[O-])CC1
  i	0.4	i	i	-7	i	i	i	i	i	1
34) Fc1ccccc1CN1CCN(c2ccc(Cl)cc2)CC1
  i	-0.2	i	i	24	i	i	i	i	i	0
35) O=c1[nH]c(=O)n(-c2cccc3ccccc23)c(O)c1/C=N/N1CCCCC1c1cccnc1 (stereo not drawn)
  i	0.1	i	i	-9	i	i	i	i	i	-3
36) O=C1NC(=O)C(=Cc2ccc(-c3ccc(S(=O)(=O)N4CCOCC4)cc3)o2)C(=O)N1
  i	-0.2	i	i	3	i	i	i	i	i	-7
37) FC(F)(F)c1ccccc1CNCCc1c[nH]c2ccccc12
  i	0.5	i	i	29	i	i	i	i	i	0
38) CC(Cc1ccsc1)NCc1cn[nH]c1-c1ccc(F)cc1F (stereo not drawn)
  i	-0.2	i	i	-2	i	i	i	i	i	4
39) Cc1cc(OCc2ccc([N+](=O)[O-])cc2)c2c3c(c(=O)oc2c1)CCCC3
  i	-0.5	i	i	-1	i	i	i	i	i	-11
40) O=C(c1cc(-c2ccccc2)nc2ccccc12)N1CCC2(CC1)OCCO2
  i	-0.2	i	i	-4	i	i	i	i	i	8
41) COc1ccc(C(C)=O)cc1CC(C(=O)c1ccc(C)c(C)c1)N(C)C (stereo not drawn)
  i	1.0	i	i	4	i	i	i	i	i	-7
42) COc1ccccc1NC(=O)c1cn(CCC#N)nc1-c1cccc(Cl)c1
  i	-0.4	i	i	8	i	i	i	i	i	-9
43) Cn1c(O)c(C=NC2CCCCCC2)c(=O)[nH]c1=S
  i	0.1	i	i	-8	i	i	i	i	-6.4*	0
44) CCN1CCN(Cc2cc(C(C)(C)C)c(O)c(C(C)(C)C)c2)CC1
  i	0.0	i	i	-3	i	i	i	i	i	1
45) CC(C)c1ccccc1OCC(=O)N1CCCN(C)CC1
  i	-0.5	i	i	16	i	i	i	i	i	-5

# (further entries)
# Order of results – RGS4 pot	HIF activator	MrgX1 agonist	TRPC6 act	SKKanGAS inh	TRPC6 inh	MrgX1 PAM	RGS4 block	TRPC4 block	MrgX1 antagonist	Platelet DG rel
46) O=C(NC(Cc1cnc[nH]1)C(=O)O)c1ccccc1 (stereo not drawn)
  i	0.1	i	i	-5	i	i	i	i	i	8
47) c1ccc(CCN2CCC(N3CCN(c4ccccc4)CC3)CC2)cc1
  i	0.0	i	i	-11	i	i	i	i	i	10
48) COc1cc(/C=C/C(=O)c2c(O)n(CCc3ccccc3)c(=O)[nH]c2=O)ccc1O
  i	-0.7	i	i	20	i	i	i	i	i	4
49) CCCC1C(C#N)=C(N)Oc2c1c(=O)oc1ccccc21 (stereo not drawn)
  i	-0.2	i	i	-3	i	i	i	i	i	-3
50) Cc1cccc(C)c1OC(=O)Cc1ccccc1
  i	0.1	i	i	15	i	i	i	i	i	3
51) CC(C)CCn1c(=O)c(C(=O)NCc2ccco2)c(O)c2ccccc21
  i	-0.6	i	i	-6	i	i	i	i	i	3

# Random excerpt: five entries already listed.
# Order of results – RGS4 pot	HIF activator	MrgX1 agonist	TRPC6 act	SKKanGAS inh	TRPC6 inh	MrgX1 PAM	RGS4 block	TRPC4 block	MrgX1 antagonist	Platelet DG rel
49) CCCC1C(C#N)=C(N)Oc2c1c(=O)oc1ccccc21 (stereo not drawn)
  i	-0.2	i	i	-3	i	i	i	i	i	-3
50) Cc1cccc(C)c1OC(=O)Cc1ccccc1
  i	0.1	i	i	15	i	i	i	i	i	3
47) c1ccc(CCN2CCC(N3CCN(c4ccccc4)CC3)CC2)cc1
  i	0.0	i	i	-11	i	i	i	i	i	10
48) COc1cc(/C=C/C(=O)c2c(O)n(CCc3ccccc3)c(=O)[nH]c2=O)ccc1O
  i	-0.7	i	i	20	i	i	i	i	i	4
46) O=C(NC(Cc1cnc[nH]1)C(=O)O)c1ccccc1 (stereo not drawn)
  i	0.1	i	i	-5	i	i	i	i	i	8
